tuberculosis growth = growth inhibition of non-replicating M. tuberculosis (AID 488890). Mycobacterium tuberculosis non-replicating, growth inhibition; higher % means a stronger effect. inhibition, % at 25 µM, or IC50 in µM where a hit was titrated. hit rate 0.39% among 320,000; in the data active = a potency from the dose series; inconclusive = inhibition mostly from about 82% at the one dose, without a potency; inactive = the rest, 99 in 100 with inhibition below about 76%;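 note: plate controls were DMSO cells for no effect and high antibiotic wells for full effect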
VEEV TC-83 Vero = inhibitors of VEEV TC-83 cytopathic effect, confirmation, Vero cells (AID 588727). Vero cells, VEEV TC-83 cytopathic effect inhibition; higher % means a stronger effect. one-dose inhibition, % at 20 µM; IC50 in µM for titrated hits. hit rate 0.13% among 350,000; in the data active = a potency from the dose series; inconclusive = inhibition mostly from about 14% at the one dose, without a potency; inactive = the rest, 99 in 100 with inhibition below about 12%; note: strong numbers were not always called active
H37Rv inhibition = M. tuberculosis growth inhibition, HTS (AID 449762); inhibition, % at 25 µM, or IC50 in µM where a hit was titrated; hit rate 0.59% among 330,000; M. tuberculosis H37Rv growth inhibition, 7H9 media; higher % means a stronger effect; in the data active = a potency from the dose series; inconclusive = inhibition above about 70% without an active follow-up result;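 note: bacterial growth assessed after seven days of incubation; strong numbers were not always called active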
PhoP GFP inhibition = PhoP regulon inhibitors, Salmonella typhi PhoP promoter GFP reporter, confirmatory (AID 1850); Salmonella Typhi PhoP-promoter GFP reporter, fluorescence, 4 h; higher % means a stronger effect; hit rate 0.33% among 310,000; inhibition, % at 50 µM, or IC50 in µM where a hit was titrated; in the data active = a potency from the dose series; inconclusive = inhibition mostly from about 25% at the one dose, without a potency; inactive = the rest, 99 in 100 with inhibition below about 19%;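 note: 0% = induced wells with vehicle and 100% = uninduced wells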
influenza NS1A = NS1A inhibition, H1N1 influenza, cell based functional assay (AID 504329); NS1A functional cell-based assay, percent inhibition; higher % means a stronger effect; hit rate 0.3% among 340,000; inhibition, % at 12.5 µM, or IC50 in µM where a hit was titrated; in the data active = a potency from the dose series; inconclusive = inhibition above about 27% without an active follow-up result; note: strong numbers were not always called active
VEEV TC-83 Vero 10K pilot screen = second read-out of VEEV TC-83 Vero, no call of its own (marks repeat the call); inhibition, %; measured here: 10K pilot screen inhibition
* = called active by the depositor; i = inactive; ? = inconclusive; . = no result given. The order is random; about 1.6% have a hit in one of these screens.

SMILES | tuberculosis growth | VEEV TC-83 Vero | H37Rv inhibition | PhoP GFP inhibition | influenza NS1A | others
OCC1(CO)COC(c2ccccc2)=N1 | -2.2% | 0.1% | 1.7% | 1.6% | -11.3%
CCN(CC)S(=O)(=O)c1cccc(NC(=O)COc2ncnc3sccc23)c1 | -2.7% | 0.5% | 2.5% | 5.9% | 0.1%
O=C(NCCc1ccc(C(F)(F)F)cc1)C1CCC(=O)N(CCc2cccc(F)c2)C1 (centres undefined) | 25.5% | 7.5% | 4.3% | -9.5% | -6.4%
O=C(NC1CCCc2ccccc21)C1CCCO1 (centres undefined) | -6.2% | i | -1.2% | -7.5% | -2.1%
CN1CC=C2C(C#N)=C(N)C(C#N)(C#N)C(c3cccc(Cl)c3Cl)C2C1 (centres undefined) | 29.4% | 3.3% | 4.8% | -2.4% | 10.9%
O=C1CCCN1CCCNCC(O)c1ccccc1 (centres undefined) | -14.6% | i | 1.4% | -5.2% | -6.0%
CCCCNC(=O)C1(NC(=O)Nc2ccccc2)CCCCC1 | 4.5% | 0.8% | 4.8% | -3.4% | -9.8%
Cc1cc2cc(CCNC(=O)CCCc3ccccc3)c(=O)[nH]c2cc1C | 11.0% | 1.1% | -3.4% | -9.4% | 4.7%
COc1ccc(N2CC(NS(=O)(=O)c3cccs3)CC2=O)cc1OC (centres undefined) | -4.3% | 1.0% | 0.1% | -5.2% | -1.8%
CCC(C)NC(=O)C1CCN(C(=O)COc2ccc3c4c(c(=O)oc3c2C)CCCC4)CC1 (centres undefined) | -6.3% | 1.0% | -4.8% | -16.4% | 8.4%
Cc1sc2nc(CSc3nc4ccccc4s3)[nH]c(=O)c2c1C | 30.2% | . | 1.1% | -8.8% | .
Cc1ccccc1Oc1ccc(S(=O)(=O)NCCC(=O)O)cc1 | -1.5% | 1.1% | -22.4% | -8.7% | 3.7%
O=C(NCCN1CCCC1=O)Nc1ccccc1 | -9.1% | i | -7.6% | -4.5% | 0.8%
Cc1ccccc1NC(=O)CSc1nnc(NC(=O)c2ccco2)s1 | 1.7% | 1.7% | -11.3% | -3.3% | 3.3%
CN(C)c1ccc(C=c2c3ccccc3n3c2cc(-c2ccc(Cl)cc2)[n+]3C)cc1 | . | i | . | . | 5.85µM*
Cc1ccsc1C(=O)NCCc1ccc(S(N)(=O)=O)cc1 | -11.3% | 1.2% | 11.5% | -26.7% | -1.5%
NS(=O)(=O)c1ccc(CCNC(=O)CSc2cccs2)cc1 | 31.4% | 0.5% | 0.4% | -4.3% | 0.7%
CC(Sc1nnc(C(C)N(C)C)n1-c1ccc(Cl)cc1)C(=O)Nc1ccc2c(c1)OCO2 (centres undefined) | 20.2% | 0.1% | -3.7% | 12.5% | 10.4%
C[C@H](O)c1[nH]c2cc(F)ccc2c1[C@H](C)O | 31.4% | 0.5% | 6.7% | -0.3% | -7.9% | VEEV TC-83 Vero 10K pilot screen=0.2
CCOC(=O)Nc1nnc(-c2cccc(OC)c2)s1 | 20.2% | i | -3.3% | -4.6% | 1.1%
CCn1nc(NC(=O)c2cccs2)c2cc3ccccc3nc21 | 30.5% | 7.3% | 10.3% | -4.1% | -28.0%
Cc1ccc(S(=O)(=O)N2CCC[C@H]2C(=O)OCCN2C(=O)c3ccccc3C2=O)cc1 | . | 1.5% | . | . | -2.3%
COc1ccc(-n2nc(N)c3c(=O)oc(N(C)C)nc32)cc1 | 8.9% | 0.8% | -2.9% | -1.6% | -1.3%
COc1cccc(-n2c(=S)sc3c(=O)n(-c4ccccc4C)c(SCC(=O)O)nc32)c1 | 1.6% | 0.9% | 4.2% | -1.6% | 3.4%
CCCCOc1ccc(C(=O)NCC(=O)NCC(c2ccco2)N2CCCCC2)cc1 (centres undefined) | 10.8% | 0.4% | 1.1% | -1.8% | -0.2%
COc1ccc(-c2cc3ccccc3n2CC(O)CN2CCOCC2)cc1 (centres undefined) | -9.1% | i | -6.9% | 4.5% | 4.0%
COCCCN1CC(=O)N2C(c3cccc(OC)c3)c3[nH]c4ccccc4c3C[C@H]2C1=O (some centres undefined) | -4.9% | i | 2.2% | -2.2% | 24.5%
O=C(NC1CC1)c1cccc(Nc2ccc(-c3ccc4c(c3)OCCO4)nn2)c1 | 72.8% | i | ? | -0.5% | 2.5% | VEEV TC-83 Vero 10K pilot screen=7.8
O=C(NCCCN1CCOCC1)c1ccc(S(=O)(=O)Nc2ccccc2)cc1 | -2.6% | 7.4% | 4.0% | -6.5% | 6.1%
CSCCC(NS(=O)(=O)c1ccc(Cl)cc1)C(=O)O (centres undefined) | -2.9% | i | 2.0% | -8.4% | 0.7%
CCc1ccccc1OCc1nc2ccc(S(=O)(=O)N3CCOCC3)cc2[nH]1 | 3.2% | 1.4% | -2.1% | 6.3% | 1.6%
COc1ccc(NC(=O)Cc2ccccc2F)cc1S(=O)(=O)N1CCCCC1 | 16.2% | 1.9% | 3.7% | . | -5.2%
CC(=O)Oc1ccc(NC(=O)Cc2ccccc2)cc1 | -5.5% | 3.1% | -3.7% | -5.2% | 31.9%
O=C1CC(N(C(=O)c2ccco2)c2cccc(Cl)c2)C(=O)N1c1cccc(Cl)c1 (centres undefined) | 16.6% | 5.1% | -8.9% | 1.2% | 8.0%
CC1(C)CC(NC(=S)NC2CC2)CC(C)(C)N1 | -5.2% | 0.3% | -2.5% | -0.8% | 2.1%
CCc1cccc(NC(=O)C2CCCN(S(=O)(=O)c3cnc[nH]3)C2)c1 (centres undefined) | -12.4% | 1.7% | -5.6% | 0.7% | -1.2%
COc1ccccc1NC(=O)CCC(=O)Nc1nnc(C2CCCCC2)s1 | 8.6% | 2.1% | 8.1% | 8.9% | 1.1%
Cc1ccc(NC(=O)CSCC(=O)O)cc1 | 0.0% | i | 9.5% | -27.6% | -11.4%
CC(C)c1ccc([N+](=O)[O-])cc1S(=O)(=O)N1CCN(C)CC1 | -0.1% | i | -2.2% | -4.5% | -9.8%

Fetched one by one from the list above:
SMILES | tuberculosis growth | VEEV TC-83 Vero | H37Rv inhibition | PhoP GFP inhibition | influenza NS1A | others
O=C1CC(N(C(=O)c2ccco2)c2cccc(Cl)c2)C(=O)N1c1cccc(Cl)c1 (centres undefined) | 16.6% | 5.1% | -8.9% | 1.2% | 8.0%
CC1(C)CC(NC(=S)NC2CC2)CC(C)(C)N1 | -5.2% | 0.3% | -2.5% | -0.8% | 2.1%
Cc1ccc(S(=O)(=O)N2CCC[C@H]2C(=O)OCCN2C(=O)c3ccccc3C2=O)cc1 | . | 1.5% | . | . | -2.3%
COc1ccc(-c2cc3ccccc3n2CC(O)CN2CCOCC2)cc1 (centres undefined) | -9.1% | i | -6.9% | 4.5% | 4.0%
COCCCN1CC(=O)N2C(c3cccc(OC)c3)c3[nH]c4ccccc4c3C[C@H]2C1=O (some centres undefined) | -4.9% | i | 2.2% | -2.2% | 24.5%
CC(=O)Oc1ccc(NC(=O)Cc2ccccc2)cc1 | -5.5% | 3.1% | -3.7% | -5.2% | 31.9%
CC(C)c1ccc([N+](=O)[O-])cc1S(=O)(=O)N1CCN(C)CC1 | -0.1% | i | -2.2% | -4.5% | -9.8%

Three structures already listed, arranged by SMILES length, low to high:
SMILES | tuberculosis growth | VEEV TC-83 Vero | H37Rv inhibition | PhoP GFP inhibition | influenza NS1A | others
CCn1nc(NC(=O)c2cccs2)c2cc3ccccc3nc21 | 30.5% | 7.3% | 10.3% | -4.1% | -28.0%
COc1ccccc1NC(=O)CCC(=O)Nc1nnc(C2CCCCC2)s1 | 8.6% | 2.1% | 8.1% | 8.9% | 1.1%
Cc1ccc(S(=O)(=O)N2CCC[C@H]2C(=O)OCCN2C(=O)c3ccccc3C2=O)cc1 | . | 1.5% | . | . | -2.3%
